uPA generation = blocks generation of uPA at the cell surface. cell surface uPA generation assay, qHTS. actives 0.31% (n = 330,000). Potency, µM (series often up to 38.3 µM), for the others: at the top dose activity change, negative = inhibition, actives largely listed as inhibitors; active means well fitted inhibition curve with a large enough effect; inconclusive means small, poorly fitted or top-dose-only effect; inactive means no such curve, though single readings can be large or run the other way; tested in mouse RAW 264.7 cells; further: potency means the concentration at half of the fitted maximal effect; on the % scale 0 is the no-effect control and ±100 the full control effect; nearly all actives have a fitted effect of over 55% in size
USP2a block = blocks human ubiquitin-specific protease USP2a | USP2 core, Ub-CHOP2 coupled fluorogenic reporter, 485/531 | Potency, µM (highest dose often 38.3 µM), without a hit: at the top dose activity change, negative = inhibition, hits mostly inhibitors | actives 0.01% (n = 330,000) | AID 463254;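 further: potency means the concentration at half of the fitted maximal effect; plate controls were DMSO wells for no effect and full inhibition by NEM control for full effect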
Target sequence (O75604 whole entry, looked up): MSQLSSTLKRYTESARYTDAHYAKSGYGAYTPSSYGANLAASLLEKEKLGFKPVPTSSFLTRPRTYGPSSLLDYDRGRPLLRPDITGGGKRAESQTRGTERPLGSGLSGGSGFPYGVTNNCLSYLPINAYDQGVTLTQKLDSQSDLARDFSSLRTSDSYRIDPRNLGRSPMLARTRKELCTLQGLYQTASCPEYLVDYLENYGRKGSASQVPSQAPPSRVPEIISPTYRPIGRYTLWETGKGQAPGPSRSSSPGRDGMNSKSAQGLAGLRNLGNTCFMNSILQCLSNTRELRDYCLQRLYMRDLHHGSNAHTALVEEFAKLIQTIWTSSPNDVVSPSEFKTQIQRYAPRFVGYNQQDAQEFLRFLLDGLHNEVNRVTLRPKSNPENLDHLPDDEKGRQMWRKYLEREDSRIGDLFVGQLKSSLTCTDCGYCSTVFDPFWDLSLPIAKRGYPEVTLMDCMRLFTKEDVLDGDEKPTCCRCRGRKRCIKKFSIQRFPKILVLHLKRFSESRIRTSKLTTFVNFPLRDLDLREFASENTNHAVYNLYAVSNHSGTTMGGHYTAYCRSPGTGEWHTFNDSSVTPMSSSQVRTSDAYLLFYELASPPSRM
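Cell-free coupled assay: 10nM USP2 core preincubated 30min RT with compound in Tris-HCl pH 8.0/CaCl2/CHAPS buffer, then 25nM Ub-CHOP2 and 25nM reporter substrate; fluorescence (Ex 485/Em 531) read after 60min RT, normalized to NEM inhibition, concentration-response curves fitted.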
TRPV1 agonist = human TRPV1 agonism; Q8NER1; TRPV1-expressing cells, Fluo-8 calcium influx, agonist mode; activation, % at 8.33 µM; actives 0.19% (n = 320,000); AID 540275; in the data active means activation above about 80%; inconclusive means between about 30% and that limit; further: 0% is about no effect
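Cells expressing TRPV1 were dye-loaded with Fluo-8 and read kinetically: 10 s baseline, 3 min after compound (agonist portion), then 2 min after EC20 capsaicin (allosteric enhancer portion). Calcium-bound dye fluorescence at 480/520 nm.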
B2AR arrestin = beta2AR (human) beta-arrestin recruitment activity | beta-arrestin recruitment to beta2AR, cell-based reporter | actives 0.02% (n = 330,000) | Potency, µM (series often up to 46.1 µM), for inactives: at the highest dose activation, hits mostly activators;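 further: potency means the concentration at half of the fitted maximal effect; 0% = DMSO controls and full agonism = EC100 isoproterenol or metaproterenol; nearly all actives have a fitted effect of over 65% in size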
ELG1 genotoxic = genotoxicity induction in ELG1-luciferase HEK293T cells; Potency, µM (top dose mostly 46 µM), for the others: top-dose activity change, positive = activation, usual class: activators; actives 1.3% (n = 330,000); HEK293T ELG1-luciferase reporter, luminescence, 16 h; further: potency means the concentration at half of the fitted maximal effect; % of control where 0% means no effect; nearly all actives have a fitted effect of over 60% in size
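Genotoxicity was scored as increased ELG1-luciferase reporter signal, measured by ONE-Glo luminescence (30 min, room temperature). Compound or vehicle exposure of the HEK293T reporter cells lasted 16 hr at 37°C.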
S-ASM inh = human S-ASM enzyme inhibition; P17405; placental ASM, HMU-PC fluorogenic substrate, 60 min; Potency, µM (doses to about 57.5 µM), inactives show at the highest dose activity change, negative = inhibition, usual class: inhibitors; actives 0.006% (n = 340,000); further: potency means the concentration at half of the fitted maximal effect
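Fluorogenic HMU-PC substrate (9 uM final) is turned over by placental ASM in 60 min at 37 C after a 10 min compound preincubation. Reaction ended by alkaline stop (pH 10), with fluorescence read at 386/447 nm.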
BRCA1 expr up = activators of BRCA1 expression; actives 1.1% (n = 380,000); MCF7-BRCA1-FFLuc reporter, luminescence, 48 h; response scale: scaled: vehicle 0%, 10 µM genistein 100%; Potency, µM (doses to about 46.1 µM), inactives show top-dose activation, most hits filed as activators; further: potency means the concentration at half of the fitted maximal effect; nearly all actives have a fitted effect of over 80% in size; some results filed as inactive show a strong effect at the top dose
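MCF7 cells carrying a BRCA1-firefly luciferase reporter (2000 cells/well, phenol-red free MEM) were attached for 2 h at 37 °C, then given compounds for 48 h. Luminescence was read 15 min after luciferase reagent; activity normalized to genistein (10 microM) and DMSO.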
PTAP TSG101 blk = blocks PTAP/TSG101 interaction to inhibit HIV-1 budding; AID 493005; Q99816; 340,000 tested, under 10 active; Potency, µM (titrated, usually from 115 µM), without a hit: top-dose activity change, negative = inhibition, actives largely listed as inhibitors; Fluorescence polarization, FITC-PTAP peptide / Tsg101 binding; active means well fitted inhibition curve with a large enough effect in the main read-out, with a control signal flat, not every such curve was filed as active; inconclusive means small, poorly fitted or top-dose-only effect, or effect the other way, or a change in a side signal; inactive means no such curve, though single readings can be large or run the other way; further: potency means the concentration at half of the fitted maximal effect; % of control where 0% means no effect
Target sequence (Q99816 whole entry, looked up): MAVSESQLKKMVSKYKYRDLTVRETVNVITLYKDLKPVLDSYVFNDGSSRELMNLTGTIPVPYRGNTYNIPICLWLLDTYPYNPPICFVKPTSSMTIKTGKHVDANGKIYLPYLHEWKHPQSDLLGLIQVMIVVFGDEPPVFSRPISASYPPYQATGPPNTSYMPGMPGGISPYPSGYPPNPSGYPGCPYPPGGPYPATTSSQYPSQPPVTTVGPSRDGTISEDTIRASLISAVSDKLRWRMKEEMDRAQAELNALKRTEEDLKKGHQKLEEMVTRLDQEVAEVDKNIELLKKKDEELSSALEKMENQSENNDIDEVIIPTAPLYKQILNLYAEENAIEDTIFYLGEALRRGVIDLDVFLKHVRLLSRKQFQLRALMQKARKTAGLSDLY
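Tsg101 binding domain (10 uM final) was mixed with compound and a FITC-labeled PTAP peptide (50 nM final) in HEPES pH 7.5 buffer with NaCl, Tween 20, EDTA and TCEP; fluorescence polarization was read after 20 min at r.t.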
Eya2 phos inh = Eya2 (human) phosphatase inhibition; O00167; actives 0.006% (n = 330,000); recombinant Eya2, OMFP fluorescence dephosphorylation (OMFP is methylfluorescein phosphate); AID 488837; Potency, µM (doses to about 76.9 µM), inactives show top-dose activity, negative = inhibition, most hits filed as inhibitors; further: potency means the concentration at half of the fitted maximal effect; on the % scale 0 is the no-effect control and ±100 the full control effect
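Eya2 (0.2 uM) preincubated 10 min at ambient with compound, then OMFP substrate added at 50 uM; 10 min reaction in 50 mM HEPES pH 7.5, 50 mM NaCl, 5 uM MgCl2, 0.05% BSA, 1 mM DTT. Fluorescence read at Ex 485/Em 525 nm.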
Integrin act MD = activates integrin-mediated alleviation for muscular dystrophy; actives 0.064% (n = 350,000); Potency, µM (series often up to 38.3 µM), for the others: at the top dose activation, usual class: activators; alpha7betagal myoblasts, beta-gal FDG fluorescence, 48 h;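 further: potency means the concentration at half of the fitted maximal effect; 100% = response of the positive control SU9516; nearly all actives have a fitted effect of over 60% in size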
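alpha7betagal+/- myoblasts (passage 13, 250/well) treated 48 h at 37C with compounds at 1:260 dilution of DMSO stock. Lysed, then beta-galactosidase activity read as FDG fluorescence (ex 480/em 540) after 30 min, with pre-read for autofluorescence.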
p53 reactivator = re-activators of mutant p53; H1299 p53-A138V BP100-luciferase reporter, luminescence, 24 h; Potency, µM (series often up to 92.2 µM), for inactives: at the top dose activity change, positive = activation, actives largely listed as activators; actives 0.063% (n = 320,000); AID 504706; further: potency means the concentration at half of the fitted maximal effect; % of control where 0% means no effect; nearly all actives have a fitted effect of over 45% in size
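H1299 (p53-null), stable ts p53-A138V + BP100-Luc; 1000 cells/well, Opti-MEM/10% FBS; cpd 4 pt, 1:5; 24 h, 37 deg C, 5% CO2; detection reagent 10 min RT; luminescence.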
Starred values were filed as active, the others as inactive; [ ] = dose if it differs, or a comment. Unless noted, the call rests on the fitted dose curve; in most records, active means well fitted curve in the direction sought with a large enough effect; inconclusive means small, poorly fitted or top-dose-only effect, or another doubt; inactive means no such curve, though single readings can be large; an effect the other way counts as inactive or inconclusive.

`COc1ccc(S(=O)(=O)N2CCCCC2)cc1NS(=O)(=O)c1ccccc1F` gave uPA generation 0%, USP2a block -2%, TRPV1 agonist 2, B2AR arrestin 0.0%, ELG1 genotoxic 0%, S-ASM inh 4%, BRCA1 expr up 0%, PTAP TSG101 blk 0%, Eya2 phos inh 6%, Integrin act MD 16% and p53 reactivator 1%.
`COc1cc(C(=O)Nc2ccc(S(=O)(=O)Nc3nccc(C)n3)cc2)c([N+](=O)[O-])cc1OC` gave uPA generation -1%, USP2a block -1%, TRPV1 agonist -2, B2AR arrestin -0.1%, ELG1 genotoxic 0%, S-ASM inh 3%, BRCA1 expr up -6%, PTAP TSG101 blk -4%, Eya2 phos inh 4%, Integrin act MD 2% and p53 reactivator -1%.
Screening CCc1ccc2ncc(S(=O)(=O)c3ccc(C)c(C)c3)c(N3CCCC3)c2c1 returned uPA generation -13%, USP2a block 1%, TRPV1 agonist -5, B2AR arrestin 3.0%, ELG1 genotoxic -5%, S-ASM inh -8%, BRCA1 expr up -51%, PTAP TSG101 blk 1%, Eya2 phos inh 7%, Integrin act MD 4% and p53 reactivator -32%[inhibitor].
Screening CCOC(=O)N1CCc2c(sc3c2C(=O)NC(c2ccccc2)N3)C1 (configuration not stated) returned uPA generation -14%, USP2a block 1%, TRPV1 agonist 6, B2AR arrestin -1.3%, ELG1 genotoxic 0%, S-ASM inh 210%[activator], BRCA1 expr up -25%, PTAP TSG101 blk 0%, Eya2 phos inh 0%, Integrin act MD -21% and p53 reactivator 4%.
Cn1cnc(S(=O)(=O)Nc2cc(-c3ccc(Cl)cc3)nn2C)c1 was read as uPA generation -7%, USP2a block 0%, TRPV1 agonist -1, B2AR arrestin -1.0%, ELG1 genotoxic 2%, S-ASM inh 1%, BRCA1 expr up -11%, PTAP TSG101 blk 4%, Eya2 phos inh 4%, Integrin act MD inconclusive and p53 reactivator -2%.
Screening O=C(CN(C1CCCCC1)S(=O)(=O)c1ccc(F)cc1)NCc1ccncc1 returned uPA generation 0%, USP2a block 3%, TRPV1 agonist 25, B2AR arrestin -0.9%, ELG1 genotoxic -1%, S-ASM inh 0%, BRCA1 expr up -24%, PTAP TSG101 blk 2%, Eya2 phos inh -2%, Integrin act MD -3% and p53 reactivator -10%.
Screening CC(C)/C=N/NC(=O)c1cc(Br)ccc1O returned uPA generation -1%, USP2a block 2%, TRPV1 agonist -10, B2AR arrestin -0.6%, ELG1 genotoxic 0%, S-ASM inh 8%, BRCA1 expr up -8%, PTAP TSG101 blk 3%, Eya2 phos inh 5%, Integrin act MD 17% and p53 reactivator 18%.
For O=C(Nc1cc2c3c(c1)CC(=O)N3CCC2)c1ccc(F)cc1 the results were uPA generation -11%, USP2a block 0%, TRPV1 agonist 2, B2AR arrestin 0.2%, ELG1 genotoxic inconclusive, S-ASM inh 2%, BRCA1 expr up -44%, PTAP TSG101 blk 1%, Eya2 phos inh 24%, Integrin act MD 21% and p53 reactivator -2%.
`Cc1ccc(NC2=C(Cl)C(=O)N(C3CCCCC3)C2=O)cc1` gave uPA generation -1%, USP2a block 0%, TRPV1 agonist 6, B2AR arrestin -0.2%, ELG1 genotoxic 0%, S-ASM inh 3%, BRCA1 expr up -1%, PTAP TSG101 blk -4%, Eya2 phos inh 0%, Integrin act MD 17% and p53 reactivator 15%.
CCOc1ccc(S(=O)(=O)N(CC(=O)NCc2cccnc2)c2ccc(C)cc2)cc1 was read as uPA generation 2%, USP2a block -1%, TRPV1 agonist 5, B2AR arrestin -0.1%, ELG1 genotoxic -5%, S-ASM inh 7%, BRCA1 expr up -14%, PTAP TSG101 blk -5%, Eya2 phos inh 0%, Integrin act MD -9% and p53 reactivator -2%.
For CCOc1ccccc1C(=O)NCc1ccc2c(c1)OCO2 the results were uPA generation 1%, USP2a block -6%, TRPV1 agonist 7, B2AR arrestin 0.1%, ELG1 genotoxic -1%, S-ASM inh 2%, BRCA1 expr up -19%, PTAP TSG101 blk -2%, Eya2 phos inh 9%, Integrin act MD 1% and p53 reactivator -3%.
CC(=O)N1CCC(=NNS(=O)(=O)c2ccc(C)c([N+](=O)[O-])c2)CC1 was read as uPA generation -1%, USP2a block 0%, TRPV1 agonist -3, B2AR arrestin -0.9%, ELG1 genotoxic 0%, S-ASM inh -2%, BRCA1 expr up 3%, PTAP TSG101 blk -6%, Eya2 phos inh -31%, Integrin act MD 0% and p53 reactivator -4%.
O=C(Nc1nnc(-c2ccccc2)s1)c1ccc(F)cc1 was read as uPA generation 0%, USP2a block -1%, TRPV1 agonist 0, B2AR arrestin -1.1%, ELG1 genotoxic inconclusive, S-ASM inh 0%, BRCA1 expr up inconclusive, PTAP TSG101 blk 4%, Eya2 phos inh -12%, Integrin act MD 6% and p53 reactivator 4%.
`CCc1c(C)nc2ncnn2c1Nc1ccc(C)c(C)c1` gave uPA generation 3%, USP2a block -1%, TRPV1 agonist 2, B2AR arrestin -0.5%, ELG1 genotoxic -7%, S-ASM inh 4%, BRCA1 expr up -12%, PTAP TSG101 blk -5%, Eya2 phos inh -16%, Integrin act MD 7% and p53 reactivator 2%.
CNS(=O)(=O)c1ccc(NC(=O)c2cncc(Br)c2)cc1 was read as uPA generation 2%, USP2a block 6%, TRPV1 agonist -3, B2AR arrestin 0.0%, ELG1 genotoxic -4%, S-ASM inh -4%, BRCA1 expr up 7%, PTAP TSG101 blk -14%, Eya2 phos inh 2%, Integrin act MD 1% and p53 reactivator -7%.
Cc1nn(CC(=O)Nc2ccc(C(=O)N(C)C)cc2)c(=O)c2ccccc12 was read as uPA generation 9%, USP2a block 3%, TRPV1 agonist 4, B2AR arrestin -0.6%, ELG1 genotoxic 1%, S-ASM inh 1%, BRCA1 expr up 3%, PTAP TSG101 blk -4%, Eya2 phos inh 16%, Integrin act MD 51% and p53 reactivator -2%.
For CCOc1ccccc1Nc1nc(N)nc(Cl)c1CC the results were uPA generation 0%, S-ASM inh 2%, BRCA1 expr up -25%, PTAP TSG101 blk -9% and Integrin act MD 8%.
For Cc1cc(C)c(NC(=O)/C(=C/c2ccccc2)c2ccccc2)c(C)c1 the results were uPA generation -10%, USP2a block -2%, TRPV1 agonist 2, B2AR arrestin -1.4%, ELG1 genotoxic -6%, S-ASM inh -5%, BRCA1 expr up -40%, PTAP TSG101 blk -9%, Eya2 phos inh -6%, Integrin act MD -24% and p53 reactivator 1%.
Screening O=C(OCc1ccc(C(=O)c2ccccc2)cc1)c1cccc(-c2nnc(-c3ccccc3)o2)c1 returned USP2a block 1%, TRPV1 agonist -6, B2AR arrestin -0.2%, ELG1 genotoxic inconclusive, S-ASM inh -1%, BRCA1 expr up -76%[inhibitor], PTAP TSG101 blk -6%, Eya2 phos inh 1%, Integrin act MD 10% and p53 reactivator 21%.
O=C(NC(=S)NCc1ccco1)c1ccc(Br)cc1 was read as uPA generation 4%, USP2a block -4%, TRPV1 agonist 7, B2AR arrestin -0.8%, ELG1 genotoxic 7%, S-ASM inh -2%, BRCA1 expr up 28%, PTAP TSG101 blk 1%, Eya2 phos inh -15%, Integrin act MD 0% and p53 reactivator 3%.
Screening COc1ccc(CN2CC(C(=O)NCCc3ccc(C)cc3)CC2=O)cc1 (configuration not stated) returned USP2a block -1%, TRPV1 agonist 5, B2AR arrestin -0.1%, ELG1 genotoxic -1%, S-ASM inh 3%, BRCA1 expr up -27%, PTAP TSG101 blk -9%, Eya2 phos inh -13%, Integrin act MD 6% and p53 reactivator -7%.
CC(Sc1nnc2c(n1)[nH]c1ccccc12)C(=O)NC1CCCCC1 (configuration not stated) was read as uPA generation 0%, USP2a block 3%, TRPV1 agonist 6, B2AR arrestin -0.2%, ELG1 genotoxic -37%[inhibitor], S-ASM inh -4%, BRCA1 expr up -23%, PTAP TSG101 blk -4%, Eya2 phos inh 3%, Integrin act MD inconclusive and p53 reactivator 3%.
`CC1CCCCC1NS(=O)(=O)c1ccc(S(=O)(=O)NCc2ccncc2)cc1` (configuration not stated) gave USP2a block 0%, TRPV1 agonist 3, B2AR arrestin -0.1%, ELG1 genotoxic -8%, S-ASM inh 6%, BRCA1 expr up -59%, PTAP TSG101 blk -8%, Eya2 phos inh -5%, Integrin act MD -45%[inhibitor] and p53 reactivator -15%.

High-throughput results deposited in PubChem by National Center for Advancing Translational Sciences (NCATS).
